Screens: PubChem BioAssay, National Center for Advancing Translational Sciences (NCATS)
RGS12 GoLoco inh – blocks human Gai1 binding to RGS12 GoLoco peptide, red readout; Potency, µM (series often up to 61.6 µM), for inactives: at the highest dose activity, negative = inhibition, hits mostly inhibitors; Gai1:RGS12 GoLoco peptide FP, rhodamine, 10 min; hit rate 0.44% among 230,000; AID 880; active means well fitted inhibition curve with a large enough effect, not every such curve was filed as active; inactive means no such curve, though single readings can be large or run the other way; further: on the % scale 0 is the no-effect control and ±100 the full control effect; nearly all actives have a fitted effect of over 30% in size; many of its hits are not listed in these tables
Target sequence (P63096 whole entry, looked up): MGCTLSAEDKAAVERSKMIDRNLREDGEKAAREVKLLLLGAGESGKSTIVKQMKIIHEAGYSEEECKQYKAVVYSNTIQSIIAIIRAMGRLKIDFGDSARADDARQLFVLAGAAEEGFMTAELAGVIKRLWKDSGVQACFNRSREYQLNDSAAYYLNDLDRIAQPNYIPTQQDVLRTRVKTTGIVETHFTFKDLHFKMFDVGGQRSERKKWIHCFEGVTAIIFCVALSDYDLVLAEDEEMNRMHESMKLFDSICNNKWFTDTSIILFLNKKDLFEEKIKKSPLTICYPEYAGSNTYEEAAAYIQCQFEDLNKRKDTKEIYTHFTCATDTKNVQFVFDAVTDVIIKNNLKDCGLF
GAA spleen mod – lysosomal alpha-glucosidase (human) modulation | Potency, µM (doses to about 79.9 µM), inactives show top-dose activity change, negative = inhibition, usual class: inhibitors | hit rate 0.006% among 240,000 | human spleen homogenate, 4-MU-alpha-glucoside fluorescence;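 further: 0% = enzyme with vehicle and -100% = no enzyme basal signal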
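AC50 values come from Hill-equation fits of concentration-response data, normalized to no-enzyme and full-activity controls. Enzyme source: 1 ug human spleen homogenate; 1 mM fluorogenic 4-MU glucoside, pH 5.0 citrate buffer, 37 C, 40 min.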
HTT ATP protect – cytoprotection in Huntington HTT-Q103 PC12 cell model | hit rate 0.14% among 230,000 | PC12 HTT-Q103 induced, cytoprotection, ATP luminescence, 40 h | Potency, µM (series often up to 56.4 µM), without a hit: cytoprotection (ATP increase), hits mostly activators;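 further: % of control where 0% means no effect; nearly all actives have a fitted effect of over 45% in size; toxic huntingtin expression switched on by the ecdysone agonist tebufenozide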
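Stable PC12 Q103-GFP cells in serum-supplemented, phenol red-free DMEM; induction by tebufenozide at 100 nM final; compound dose series; cell viability quantified luminescently from ATP.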
GAA glycogen – GAA glycogen-cleavage inhibition or activation. Potency, µM (series often up to 76.4 µM), for inactives: at the top dose activity change, negative = inhibition, actives largely listed as inhibitors. hit rate 0.38% among 300,000. recombinant GAA, glycogen substrate, Amplex Red glucose oxidase fluorescence. P10253;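 further: 0% = full enzyme reaction and -100% = no-enzyme basal signal; the screen sought inhibitors and activators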
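Recombinant human alpha-glucosidase (4 nM final) hydrolysed bovine liver glycogen (30 ug) for 40 min at 37 C in pH 5.0 citrate/phosphate with 0.01% Tween-20. Released glucose detected by glucose oxidase/Amplex Red, Ex 573/Em 610 nm. Compounds up to 77 uM; AC50 from Hill fits.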
GAA inh – inhibitors of human lysosomal alpha-glucosidase | P10253 | purified human GAA, 4-MU-alpha-glucoside fluorescence | Potency, µM (doses to about 76.9 µM), inactives show at the top dose activity change, negative = inhibition, actives largely listed as inhibitors | hit rate 0.005% among 200,000 | AID 1466;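 further: plate controls were uninhibited enzyme wells for no effect and no-enzyme background for full effect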
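Read-out is 4-methylumbelliferone fluorescence (Ex 365/Em 440 nm) after NaOH/glycine stop at pH 10. Enzyme 4 nM, substrate 400 uM, pH 5.0 citrate buffer, 20 min room temperature; AC50 from Hill-equation concentration-response.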
HttQ103 aggreg – inhibitors of mutant huntingtin aggregate formation in PC12 cells; PC12 HttQ103-GFP aggregates, Acumen cytometry, 40 h; Potency, µM (top dose mostly 46.1 µM), inactives show top-dose activity change, negative = inhibition, usual class: inhibitors; hit rate 1.1% among 220,000; AID 1688; further: on the % scale 0 is the no-effect control and ±100 the full control effect; nearly all actives have a fitted effect of over 60% in size
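Aggregates are detected as GFP objects 1–25 µm with signal 6 STDEV over background in lysates of induced PC12 cells. These carry Huntingtin exon 1 with 103 glutamines fused to GFP under an ecdysone promoter; compounds titrated.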
IMPase Li inh – membrane-permeable IMPase blocker, potentiated with lithium | CHO-M1 cells, IP1 TR-FRET (IP-One), carbachol + lithium | Potency, µM (series often up to 59.4 µM), without a hit: top-dose activity, negative = IMPase inhibition, usual class: inhibitors | hit rate 0.35% among 210,000 | AID 1457;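 further: IP1 builds up when IMPase is blocked and the TR-FRET signal falls; plate controls were basal vehicle for no effect and high inhibitor control for full effect; nearly all actives have a fitted effect of over 50% in size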
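Readout is a homogeneous TR-FRET IP1 immunoassay (Ex 320, Em 665 and 620), where raised cytosolic IP1 lowers signal. Cells were CHO-M1 treated 30 min at 37C with test compounds plus a little lithium; AC50 values came from Hill-equation fitting.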
An asterisk follows results filed as active; ? = inconclusive; . = no result given; [ ] = another dose, or the depositor's remark. Unless noted, the call rests on the fitted dose curve; in most records, active means well fitted curve in the direction sought with a large enough effect; inconclusive means small, poorly fitted or top-dose-only effect, or another doubt; inactive means no such curve, though single readings can be large; an effect the other way counts as inactive or inconclusive. Potency means the concentration at half of the fitted maximal effect. An excerpt. The share of hits here may be higher or lower than overall.

SMILES	RGS12 GoLoco inh	GAA spleen mod	HTT ATP protect	GAA glycogen	GAA inh	HttQ103 aggreg	IMPase Li inh
Cc1cccc(NC(=O)Cn2cnc3c(oc4ccccc43)c2=O)c1C	-12%	-5%	.	6%	-2%	?	-7%
CN(C(=O)c1ccccn1)c1nnc(-c2cnccn2)s1	.	-1%	-29%	-1%	-3%	14%	.
COP(=O)(OC)C(Nc1cc(Cl)cc(Cl)c1)c1cccc(O)c1 (configuration not stated)	16%	1%	21%[10 µM]	13%	0%	12%[9.22 µM]	5%
O=C(N/N=C/c1ccc(N2CCOCC2)o1)c1cccc([N+](=O)[O-])c1	-22%	-4%	.	5%	-7%	13%	16%
CC(C)NC(=O)N1CCCC2(CCN(S(=O)(=O)c3ccccc3)CC2)C1	-3%	3%	?	.	.	.	1%
CCn1cc(/C=N\NC(=O)c2ccc(Cl)cc2)cn1	0%	-5%	28%[10 µM]	1%	0%	18%	2%
COc1ccc(/C=C2\CCc3ccccc3C2=O)cc1CN1CCOCC1	7%	-7%	20%[10 µM]	5%	.	-8%[9.22 µM]	.
Fc1ccc2c(c1)C(c1cccnc1)=NNC(c1cccs1)=N2	3%	4%	.	4%	-2%	7%	8%
Cc1cccc(Nc2nnc(SCc3cc(=O)n4cc(C)ccc4n3)s2)c1	10%	-6%	21%[10 µM]	-14%	3%	-6%	10%
COC(=O)c1ccc(NC(=O)C(OC)c2ccccc2)cc1 (configuration not stated)	1%	-2%	-21%	-3%	?	-13%[9.22 µM]	7%
CN1C2CCC1/C(=C\c1ccccc1Cl)C(=O)/C2=C\c1ccccc1Cl	-2%	7%	3%	7%	-7%	?	52%[activator][38.3 µM]
COc1ccc(OC)c(NC(=O)[C@H]2CC=CC[C@H]2C(=O)O)c1	3%	-2%	-8%	-4%	?	-12%	1%[38.3 µM]
CC(=O)c1cc(-c2ccccc2)n(CC(=O)NCc2cccs2)c1C	.	2%	-8%	-11%	-9%	-28%	.
COc1cccc(OC)c1OCCCOc1cccc2cccnc12	13%	-1%	-119%[inhibitor]	6%	5%	0%	-2%
C=CCN(c1ccc(C(=O)NCCc2ccccc2)cc1)S(C)(=O)=O	4%	-5%	-30%	13%	-5%	3%	-13%[38.3 µM]
O=C(Nc1ccc2nc(-c3ccc(Br)o3)[nH]c2c1)c1cccs1	6%	1%	-120%[inhibitor][0.074 µM]	4%	-2%	23%	-1%[38.3 µM]
O=C(O)CCC(=O)NNC(=O)c1ccc(-c2ccccc2)cc1	-4%	2%	5%[10 µM]	1%	-4%	16%	6%
O=C(COc1cccc2cccnc12)N/N=C1\SCC(=O)N1CCc1ccccc1	-6%	0%	-4%[10 µM]	-3%	-1%	9%[9.22 µM]	9%
Clc1ncc2[nH]cnc2n1	3%	2%	-20%	1%	0%	3%	-4%
CCOC(=O)c1c(NC(=O)CS(=O)(=O)c2cn(CC)c3ccccc23)sc2c1CCCC2	4%	4%	.	-2%	-5%	8%	7%
CCCC(C)c1nnc(NC(=O)CS(=O)(=O)Cc2ccccc2)s1 (configuration not stated)	0%	-9%	1%	1%	5%	0%	17%[38.3 µM]
COc1ccc2[nH]c(=O)c(CN(CCc3cccc(C)c3)C(C)=O)cc2c1	7%	-2%	0%	-22%	11%	-22%	13%[38.3 µM]
O=C(NCCN1CCCC1)c1ccc2c(=O)n(CCc3ccccc3)c(=O)[nH]c2c1	14%	2%	-25%	17%	?	-2%	-17%[38.3 µM]
CN(C)n1cnc2ccsc2c1=O	6%	-4%	-34%[inhibitor][1.9 µM]	-7%	5%	-3%[9.22 µM]	0%
Cc1ccc(CC2S/C(=C(/C#N)C(=O)NCc3ccco3)N(c3ccccc3)C2=O)cc1 (configuration not stated)	15%	3%	1%	-3%	3%	-4%	-9%[38.3 µM]
COc1ncc2nc(-c3ccccc3)c(=O)n(Cc3cccs3)c2n1	10%	10%	6%	.	.	.	6%
Cn1cnc(S(=O)(=O)Nc2cc(-c3ccc(Cl)cc3)nn2C)c1	5%	2%	6%[10 µM]	4%	2%	-3%[9.22 µM]	.
CCOC(=O)C1C2C=CC3(CN(C4CCCC4)C(=O)C13)O2 (configuration not stated)	5%	-3%	14%	3%	-3%	-15%	21%[38.3 µM]
Cc1ccc(Nc2nc(N)nc(CSc3nccn3C)n2)c(C)c1	-7%	-7%	-6%	3%	-2%	8%	24%[38.3 µM]
Cn1c(=O)cc(OCCCC(=O)Nc2cccnc2)c2ccccc21	4%	7%	-7%	6%	-4%	18%	7%[38.3 µM]

Another view of 4 compounds above:
SMILES | RGS12 GoLoco inh | GAA spleen mod | HTT ATP protect | GAA glycogen | GAA inh | HttQ103 aggreg | IMPase Li inh
Cc1ccc(Nc2nc(N)nc(CSc3nccn3C)n2)c(C)c1 | -7% | -7% | -6% | 3% | -2% | 8% | 24%[38.3 µM]
Cn1c(=O)cc(OCCCC(=O)Nc2cccnc2)c2ccccc21 | 4% | 7% | -7% | 6% | -4% | 18% | 7%[38.3 µM]
CCOC(=O)C1C2C=CC3(CN(C4CCCC4)C(=O)C13)O2 (configuration not stated) | 5% | -3% | 14% | 3% | -3% | -15% | 21%[38.3 µM]
O=C(NCCN1CCCC1)c1ccc2c(=O)n(CCc3ccccc3)c(=O)[nH]c2c1 | 14% | 2% | -25% | 17% | ? | -2% | -17%[38.3 µM]

(next part)
SMILES	RGS12 GoLoco inh	GAA spleen mod	HTT ATP protect	GAA glycogen	GAA inh	HttQ103 aggreg	IMPase Li inh
CC(=O)OC1CC(C)(C)N(OC(=O)c2ccccc2)C(C)(C)C1	-5%	-9%	-2%	-4%	-1%	6%	23%[38.3 µM]
CC(C)CCOCc1nc2sc3c(c2c(=O)[nH]1)CCC(C)C3 (configuration not stated)	27%	3%	-5%	4%	-2%	8%	7%[38.3 µM]
COc1ccc(CC(=O)OCC(=O)NC(=O)NC23CC4CC(CC(C4)C2)C3)cc1	-8%	5%	3%	-2%	-7%	6%	27%[38.3 µM]
CN1CCCN(C(=O)C2CCCCC2)CC1	8%	4%	4%[10 µM]	-3%	11%	-3%[9.22 µM]	17%
CCOc1ccc(C(C)=O)cc1CSc1nnc(-c2ccoc2C)n1N	5%	1%	-23%	-5%	-1%	-11%	2%[38.3 µM]
Cc1noc(C)c1C(=O)OCC(=O)Nc1ccccc1C(=O)NC(C)c1ccccc1 (configuration not stated)	1%	5%	1%[10 µM]	-3%	-4%	2%	1%
Cc1ccccc1S(=O)(=O)Cc1ccc(C(=O)NCc2cccs2)o1	0%	0%	4%	13%	-15%	-19%	0%[38.3 µM]
COc1cc(OC)cc(C(=O)N2CCN(S(C)(=O)=O)CC2)c1	8%	-2%	10%	1%	?	8%	-4%[38.3 µM]
CCCCCc1nc2c(c3c1CCCC3)CCCC2	-4%	1%	10%[10 µM]	5%	.	0%[9.22 µM]	.
CCCN1CCN(C(=S)Nc2ccc(SC(F)F)cc2)CC1	-2%	5%	1%[10 µM]	-2%	-1%	2%	5%
CCN(CC)c1ccc2c(Cl)cc(=O)oc2c1	145%[activator]	28%	-25%	-5%	0%	-6%	-8%[38.3 µM]
Cc1noc(NS(=O)(=O)c2ccc(N/C=C\C(=O)c3ccc(Br)cc3)cc2)c1C	11%	-7%	-6%[10 µM]	0%	-15%	5%[9.22 µM]	21%
COc1c(S(=O)(=O)Nc2cccnc2)ccc(Cl)c1Cl	10%	1%	11%[10 µM]	8%	-6%	17%[9.22 µM]	11%
Cc1ccc(-n2c(-c3ccncc3)n[nH]c2=S)cc1C	7%	-5%	-42%	-7%	-3%	32%[9.22 µM]	-8%
CC1CN(c2nc3ccccn3c(=O)c2C=O)CC(C)O1 (configuration not stated)	4%	-4%	7%[10 µM]	4%	?	-9%[9.22 µM]	1%
COc1ccc2cnn(-c3ccc(OC(F)(F)Cl)cc3)c(=O)c2c1OC	-10%	-8%	-19%[10 µM]	-3%	-14%	-3%[9.22 µM]	.
O=Cc1ccc(N2CCCC2)o1	4%	-10%	21%	6%	-8%	-6%	-9%
Cc1cc(-c2ccccc2)n2ncc(C#N)c2n1	-20%	1%	-3%	-18%	3%	-3%	-9%[38.3 µM]
Cc1nc([N+](=O)[O-])c(C(=O)O)n1C	-1%	-20%	0%	10%	0%	-13%	-1%
CCOC(=O)C1(S(=O)(=O)c2ccc(Cl)cc2)CCN(Cc2ccc(Cl)cc2)CC1	5%	7%	-25%	-2%	1%	?	10%[38.3 µM]
O=C(Nc1ccc2c(c1)nc1n2CCSC1)c1ccccc1	9%	-8%	-167%[inhibitor][0.074 µM]	2%	-8%	-15%	12%[38.3 µM]
CC1CCCN(c2nc3c(c(=O)n(C)c(=O)n3C)n2CCSc2nc3ccccc3s2)C1 (configuration not stated)	-38%	-6%	-5%[0.074 µM]	-6%	3%	?	21%[38.3 µM]
Cc1cccc(NC(=S)Nc2ccc(Cl)c(Cl)c2)c1	6%	-16%	15%[10 µM]	?	-1%	16%	19%
S=C(NCCCN1CCOCC1)NC1CCCC1	8%	-4%	.	4%	4%	28%	8%
CCCCOC(=O)c1ccc(NC(=O)/C=C/c2cccs2)cc1	13%	-2%	-6%[10 µM]	-14%	-5%	-8%	11%
CCOC(=O)C1=C(C)NC2=C(C(=O)C(C(=O)OCC)C(c3ccc(OC)cc3)C2)C1c1ccccn1 (configuration not stated)	3%	2%	-6%	7%	?	24%	4%[38.3 µM]
CCOc1cccc2c1OC(c1cc(OC)c(OC)c(OC)c1)N1N=C(c3ccc(C)o3)CC21 (configuration not stated)	198%[activator]	-3%	0%[10 µM]	-18%	-4%	23%	-4%
CCn1c2ccccc2c2cc(NC(=O)C(C)Oc3ccc(OC)cc3)ccc21 (configuration not stated)	6%	-1%	-23%	-4%	-15%	-32%	4%[38.3 µM]
C/C(CC(=O)Nc1ccc2c(c1)OCO2)=N\NC(=O)c1ccc(N)cc1	-2%	1%	-4%[10 µM]	-20%	.	-3%[9.22 µM]	.
Cc1ccnc2nc(C(=O)Nc3nc(-c4ccccn4)cs3)nn12	19%	-4%	2%[10 µM]	-3%	1%	-24%	-4%
O=C(OCC(=O)c1c[nH]c2ccccc12)c1ccc([N+](=O)[O-])s1	13%	4%	-7%	20%	-4%	19%	18%
NC(=O)c1ccccc1OCC(=O)O	-12%	-1%	-12%	-19%	3%	-7%	3%[38.3 µM]
CCOC(=O)N1CCN(c2c(Nc3cc(C)[nH]n3)c(=O)c2=O)CC1	4%	-4%	15%	10%	?	17%	2%[38.3 µM]
